Screens: PubChem BioAssay, several laboratories
N-glyco inh: N-linked glycosylation inhibition | D54 ERlucT glycosylation luciferase reporter, 24 h; percent of 100 nM tunicamycin response | reporter increase, % at 12.5 µM | hit rate 0.23% among 360,000;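 active = mean luciferase reporter signal, scaled so untreated is 0 and the glycosylation-blocking control 100, at or above a set limit in every replicate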;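 note: luciferase carries N-glycosylation sites so blocking glycosylation raises the light; 0% = median of neutral control wells and 100% = median of 100 nM tunicamycin wells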
Cardio protect: protects H9c2 cardiomyocytes from peroxide injury; H2O2 injury protection, ATPLite, 2 h; hit rate 0.63% among 360,000; protection from H2O2 cell death, % at 20 µM;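 active = compounds giving at least 50% protection of heart cells from peroxide-induced death in the single-dose screen, raw or plate-pattern-corrected value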;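 note: 0% = DMSO wells with peroxide and 100% = DMSO wells without peroxide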
TLR9-MyD88 inh: inhibitors of human TLR9-MyD88 binding | inhibition, % at 4.98 µM | hit rate 0.21% among 340,000 | CHO BLA complementation TLR9-MyD88, CCF4 FRET ratio | Q9NR96+Q99836;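 active = inhibition above the mean over all tested compounds plus 3 SD, cut at about 21% in these data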;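 note: 0% = DMSO only wells and 100% = clavulanate BLA inhibitor control wells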
ABHD5 PLIN5 PPI: inhibitors of human ABHD5-perilipin-5 interaction; Split G. princeps luciferase complementation, luminescence, 4 h; hit rate 0.78% among 360,000; Q00G26+Q8WTS1; inhibition, % at 4 µM; AID 602281;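 active = inhibition above the mean inhibition across every tested compound plus 3 SD, cut at about 22% in these data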;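 note: 0% = DMSO only wells and the 100% control is not disclosed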
ABCB6 inh 2: inhibitors of human ABC transporter ABCB6; K562-ABCB6 porphyrin accumulation, flow cytometry, 1 h; hits give low values; fluorescence ratio to DMSO, % at 10 µM; hit rate 0.19% among 360,000; AID 602162;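 active = fluorescence ratio to DMSO below 75%, the collection mean minus 3 SD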;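 note: signal is porphyrin accumulated inside mitochondria; 100% equals median channel fluorescence of DMSO control wells; lower ratio means ABCB6 inhibition with less porphyrin fluorescence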
MC4R antag cAMP: antagonists of human melanocortin 4 receptor (MC4R). P32245. MC4R-expressing cells, MTII-stimulated cAMP, LANCE TR-FRET. inhibition, % at 6.5 µM. hit rate 0.48% among 360,000;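 active = inhibition above its plate's cutoff, the mean of tested wells on that plate plus 3 SD, cut at about 29% in these data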;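 note: 0% = Melanotan II alone and 100% = Melanotan II plus saturating MCL0020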
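Material: human MC4R-expressing U2OS cells. Probe or stimulus: Melanotan II challenge. Dosing: 6.5 µM single dose. Times: 30-min compound, 1-h challenge, 1-h detection, room temperature. Technique: TR-FRET with Eu-cAMP and labeled anti-cAMP, 671 nm. Replication: singlicate.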
SRC2 inh: inhibits human steroid receptor coactivator 2; Q15596; HEK293 GAL4-SRC2 luciferase reporter, luminescence; inhibition, % at 9 µM; hit rate 0.17% among 370,000; AID 651957;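 active = inhibition above the mean inhibition of all tested compounds plus 3 SD, set per campaign, cut at about 52% in these data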;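 note: 0% = DMSO treated cells and 100% = cells given Gossypol at 36 µM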
Target sequence (Q15596 whole entry, looked up, the tested form may be a part): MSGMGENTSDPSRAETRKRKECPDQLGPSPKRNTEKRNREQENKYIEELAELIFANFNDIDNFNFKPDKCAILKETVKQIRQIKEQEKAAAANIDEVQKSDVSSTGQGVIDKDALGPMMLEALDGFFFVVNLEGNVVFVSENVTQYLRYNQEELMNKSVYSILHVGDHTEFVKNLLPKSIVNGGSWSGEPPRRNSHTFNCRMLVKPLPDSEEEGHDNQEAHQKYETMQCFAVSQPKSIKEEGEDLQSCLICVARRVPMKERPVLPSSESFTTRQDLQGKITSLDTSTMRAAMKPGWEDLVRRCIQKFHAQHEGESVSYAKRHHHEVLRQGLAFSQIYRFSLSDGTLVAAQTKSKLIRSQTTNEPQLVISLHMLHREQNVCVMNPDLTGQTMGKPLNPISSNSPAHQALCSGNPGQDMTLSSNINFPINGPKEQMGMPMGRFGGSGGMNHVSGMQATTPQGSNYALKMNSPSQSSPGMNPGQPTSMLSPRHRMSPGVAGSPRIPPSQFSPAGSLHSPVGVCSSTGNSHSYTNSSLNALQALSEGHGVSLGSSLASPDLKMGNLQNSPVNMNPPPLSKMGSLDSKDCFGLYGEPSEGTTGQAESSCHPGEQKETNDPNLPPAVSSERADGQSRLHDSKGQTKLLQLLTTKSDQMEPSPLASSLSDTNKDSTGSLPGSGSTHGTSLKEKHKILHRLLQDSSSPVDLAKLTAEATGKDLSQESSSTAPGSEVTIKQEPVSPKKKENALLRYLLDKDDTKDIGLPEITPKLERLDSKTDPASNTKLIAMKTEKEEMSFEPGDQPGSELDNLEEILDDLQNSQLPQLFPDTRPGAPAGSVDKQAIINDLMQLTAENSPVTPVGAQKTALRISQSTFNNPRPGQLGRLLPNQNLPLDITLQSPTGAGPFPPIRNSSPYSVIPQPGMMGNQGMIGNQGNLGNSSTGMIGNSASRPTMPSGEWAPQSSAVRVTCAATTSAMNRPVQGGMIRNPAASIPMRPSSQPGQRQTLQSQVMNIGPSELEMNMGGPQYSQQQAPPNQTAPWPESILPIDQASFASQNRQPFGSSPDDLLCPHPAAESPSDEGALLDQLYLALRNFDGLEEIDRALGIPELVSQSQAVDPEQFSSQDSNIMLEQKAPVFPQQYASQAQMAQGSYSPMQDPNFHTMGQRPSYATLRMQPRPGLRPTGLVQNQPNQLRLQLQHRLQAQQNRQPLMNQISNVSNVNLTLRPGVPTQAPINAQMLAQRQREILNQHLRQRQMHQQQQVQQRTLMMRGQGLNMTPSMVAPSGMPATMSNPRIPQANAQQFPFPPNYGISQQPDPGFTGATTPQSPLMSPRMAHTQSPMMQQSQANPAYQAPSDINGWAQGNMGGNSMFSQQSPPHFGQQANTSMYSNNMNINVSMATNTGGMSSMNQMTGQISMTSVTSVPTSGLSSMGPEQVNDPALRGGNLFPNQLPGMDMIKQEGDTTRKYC
m5-HT2A agonist: activates the mouse 5-HT2A serotonin receptor. CHO-K1 mHTR2A beta-arrestin complementation, luminescence; percent of 30 µM serotonin response. P35363. activation, % at 7.6 µM. hit rate 0.66% among 360,000;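 active = activation above a run cutoff, the mean activation of all tested compounds plus 3 SD, cut at about 14% in these data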;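 note: 0% = plate median of compound wells and 100% = 30 µM serotonin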
MC4R barr agon: agonists of human melanocortin 4 receptor (MC4R) beta-arrestin; hit rate 0.98% among 360,000; P32245; AID 540308; U2OS MC4R beta-arrestin complementation, luminescence; percent of melanotan II response, DMSO zero; activation, % at 8.9 µM;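 active = activation above a per-plate cutoff, the mean activation of sample wells on that plate plus 3 SD, cut at about 8% in these data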
NOD2 RIPK2 PPI: NOD2-RIPK2 protein interaction inhibition; CHO BLA complementation NOD2-RIPK2, CCF4 ratio; hit rate 0.38% among 360,000; inhibition, % at 4.98 µM; in the data active = inhibition above about 21%;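 note: 0% = vehicle only and 100% = reference blocker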
Numbers without * were called inactive; / = not tested or not shown. A portion of the library, so the mix of outcomes need not match the whole.

SMILES	N-glyco inh	Cardio protect	TLR9-MyD88 inh	ABHD5 PLIN5 PPI	ABCB6 inh 2	MC4R antag cAMP	SRC2 inh	m5-HT2A agonist	MC4R barr agon	NOD2 RIPK2 PPI
Nc1ccc(S(=O)(=O)NC2(C(F)(F)F)NC(=O)N(c3ccccc3F)C2=O)cc1 (stereo not given)	1	-9	-3	8	101	10	2	-3	1.1	5
CCNC(=O)c1cc2c(c(-c3cccc(-c4cncnc4)c3)n1)[C@@H](CCO)N(C(C)=O)C2	/	/	/	2	98	/	-4	-4	/	5
COc1ccc(-c2nc3ccccn3c2CN2CCN(c3ccccc3F)CC2)cc1	-6	-12	1	-4	101	-4	4	-3	3.1	-16
Cc1c(C(=O)N(C)Cc2ccc(OC(F)F)cc2)oc2ccccc12	-1	-1	-1	-9	103	-3	-2	1	-1.4	8
CC(C)CCN1CCN=C1N(C)C	0	-8	-14	3	106	1	8	0	-1.1	-31
CCOc1ccc(CSC(=N)N)cc1	2	-6	-10	-2	96	6	1	-3	0.6	0
CC(=O)c1cccc(NC(=O)C2CCCN(S(=O)(=O)c3cccc4nonc34)C2)c1 (stereo not given)	3	4	-10	-13	100	1	19	-2	2.0	-5
CC1(C)N=C(c2ccc(Cl)cc2Cl)C(=O)N1	4	0	-3	1	91	7	13	0	-0.6	-7
O=C(NCCC1=CCCCC1)C1CCN(S(=O)(=O)c2cccc(C(F)(F)F)c2)CC1	-2	-4	3	3	100	-2	9	-3	2.2	-2
CCCCn1c(N)c(N(CC(C)C)C(=O)c2cc(-c3ccc(F)cc3)nc3ccccc23)c(=O)[nH]c1=O	-7	7	-1	-10	99	3	-4	-7	-3.8	-3
COC(=O)c1ccc(C23CC4(C2)[C@H](CN(Cc2ccc(C(F)(F)F)cc2)[C@@H]4c2ccccc2)C3c2ccccc2)cc1 (stereo not given in full)	-3	-2	1	-4	99	5	/	3	1.4	-3
Cc1cccc(NC(=S)NNC(=O)Cc2ccccc2)c1	2	4	3	2	97	5	1	-5	-1.7	-2
CO/N=C/Cc1c([N+](=O)[O-])c(C)nn1C	1	1	-13	4	99	11	-20	4	1.0	-13
COC(=O)C1(S(=O)(=O)c2ccc(C)cc2)CCOCC1	0	9	1	-4	98	2	8	2	0.1	-10
CC(=O)/C(=C(/O)c1ccccc1)c1nc2ccccc2[nH]1	-2	0	8	4	130	9	-6	-2	-2.0	4
COc1ccc(C(C(=O)NC(C)(C)C)N(Cc2ccco2)C(=O)CCC(=O)Nc2cc(C)on2)cc1 (stereo not given)	-1	-2	-8	-7	96	7	-6	3	-1.3	-1
O=C(Cc1cccs1)Nc1ccc(F)cc1F	0	2	-1	-10	96	8	-2	2	-1.6	-10
Cc1nn(-c2ccccc2)c2c1C(=O)N(c1ccccc1)C(=O)C(C)(C)C2	0	0	-5	-4	94	-2	-10	-2	-0.3	-4
CC(C)CN1C(=O)C(=O)N(CC(=O)c2ccc3c(c2)CCCC3)C1=O	4	-1	10	-2	97	0	-5	0	1.6	-11
CCCc1cc(=O)oc2cc(C)cc(OC(C)C(=O)NCCCn3ccnc3)c12 (stereo not given)	0	-4	-13	1	102	14	-19	0	-1.0	-2
Cc1cc(C(=O)NNC(=S)NCc2ccco2)n(C)n1	0	3	7	-2	92	0	-22	3	-1.6	2
CCCCN(CCCNC(=O)Cn1ncc2ccsc2c1=O)Cc1ccccc1	3	18	6	4	93	-4	-41	0	-2.2	8
CC(C)(Oc1ccc(Cl)cc1)C(=O)OCc1nc2ccsc2c(=O)[nH]1	1	1	-6	9	94	11	-8	3	-1.4	-5
COCCCNC(=O)c1ccc2c(c1)OCO2	1	1	-4	-6	101	11	-20	1	0.8	4
CN1CCc2nc(SCC(=O)Nc3ccc(OC(F)(F)F)cc3)c(C#N)c(-c3cccs3)c2C1	2	5	0	8	193	18	8	-9	-0.7	8
CC1CC(C)(C)NC(=S)N1CCCC(=O)Nc1ccc(F)cc1 (stereo not given)	1	-2	2	11	95	2	-2	4	1.1	-10
Cc1ccccc1C(=O)Nc1ccccc1NC(=O)c1ccccc1Br	0	2	-2	5	104	21	-5	7	1.2	0
Cc1cc(C)nc(N(C#N)Cc2ccccc2)n1	0	1	-5	6	101	-2	-7	-1	2.4	2
O=C(CSc1nnc(Nc2ccccc2F)s1)NC1CCCC1	-1	-1	-2	0	101	6	-7	-5	-0.2	8
Cc1ccc(S(=O)(=O)N(c2cccc(C(F)(F)F)c2)C2C=CS(=O)(=O)C2)cc1 (stereo not given)	-1	-2	-7	-3	93	16	18	1	0.4	-2
COCCOC(=O)C1=C(C)N=C2SCCC(=O)N2C1/C=C/c1ccccc1 (stereo not given)	-3	8	-7	1	90	5	8	1	-2.6	-11
O=C1CSC(c2ccccn2)N1c1ccc(C(F)(F)F)cc1 (stereo not given)	0	2	10	0	96	-7	21	6	0.5	-8
CC(C)CN(C(=O)COC(=O)c1ccc(-c2ccccc2)cc1)C1CCS(=O)(=O)C1 (stereo not given)	2	1	4	-2	96	-3	-58	-1	0.3	2
CCCCSc1nc2c(cnn2-c2ccc(Cl)cc2)c(=O)[nH]1	-2	-5	-13	2	90	2	-13	-3	-1.4	-7
Fc1ccc(OCCOCCN2CCCC2)cc1	2	0	1	-4	98	7	-22	-5	-0.5	3
COc1ccc(/C(N)=N/OC(=O)Cc2ccccc2)cc1	-1	1	-4	-9	99	-3	-30	0	-2.0	5
CC(=O)Nc1ccccc1OC(C)C(=O)N1CCC(C)CC1 (stereo not given)	0	-4	1	-1	106	18	-5	6	-1.3	0
Cc1nnc(NC(=O)CSc2nnc(Cc3ccccc3)n2Cc2ccccc2)s1	1	20	-8	-4	107	2	16	-1	0.8	-4
CCOc1cc(S(=O)(=O)NCCCN2CCOCC2)ccc1F	/	-9	0	7	101	-1	-7	-1	-2.4	-9
CCCC[C@@H]1CCCO[C@@](C(=O)NCc2ccccn2)(C(F)(F)F)C1	3	-3	-12	4	97	0	0	-1	1.4	-1
CSc1nc(C)cc(SCC(=O)N/N=C/c2ccccc2)n1	0	7	5	2	96	3	-22	4	-0.3	0
CCOc1ccc(OCCNC(=O)C(NC(=O)c2c(F)cccc2F)C(C)C)cc1 (stereo not given)	-4	-7	1	2	96	2	-16	0	-1.4	1
Cc1cc(-n2nc(C)cc2C)nc(NS(=O)(=O)c2ccccc2Cl)n1	1	5	1	-6	108	-5	3	4	-0.9	0
CC(=O)Nc1ccc(S(=O)(=O)Oc2ccc(/C=N/N=C3/NC(=O)C(CC(=O)O)S3)cc2)cc1 (stereo not given)	0	6	/	0	107	-2	-11	3	1.8	3
Cc1ncc(CN2CCN(C(C)C)C(CCO)C2)s1 (stereo not given)	7	3	-4	3	98	-14	0	4	-0.8	4
NC(=O)CC(NC(=O)Cc1ccc(Br)cc1)c1ccc(NCc2cc(F)ccc2F)c([N+](=O)[O-])c1 (stereo not given)	16	2	-4	5	95	11	-13	1	0.1	0
CN1CCC(=O)N([C@H](CSc2ccc(Br)cc2)Cc2ccccc2)CC1	-5	11	-1	22	93	4	-7	-3	-1.3	6
CCc1c(C)c(C#N)c2nc3ccccc3n2c1NC	0	5	5	-5	100	-2	17	7	-0.2	4
Cc1cc(=O)[nH]c(N/N=C/c2cccc(Br)c2)n1	3	13	2	0	99	7	-22	-10	-1.7	0
COc1ccc(-c2cc(C)no2)cc1S(=O)(=O)Nc1cccc(C)c1	5	-5	2	3	101	-10	-30	4	-2.6	4
O=C(c1ccc(F)cc1)C1CCN(C(=O)N2CCOCC2)CC1	-2	6	10	2	105	-6	0	1	-0.3	-3
COc1ccc(CNC(=O)c2c(N)n(CCCN3CCOCC3)c3nc4ccccc4nc23)cc1	-6	2	-19	11	92	0	-33	6	-0.9	-10
Cn1ncc2c(NNC(=O)C3CCCCC3)ncnc21	1	6	-7	-4	91	4	2	0	-1.6	-5
CCOC(=O)c1cc(S(=O)(=O)N2CC(C)CC(C)C2)cn1C (stereo not given)	-1	-2	-6	4	92	1	1	1	-1.4	4
COc1cccc(NC(=O)c2cc(-c3ccco3)nc3ccccc23)c1	-1	-2	-13	4	102	0	1	0	1.0	2
COc1ccc(-n2c(=S)[nH]c3c(sc(=S)n3-c3ccccc3)c2=O)c(OC)c1	-1	-2	-11	-4	96	-4	0	-3	-2.6	-5
COc1cc(N=Nc2c(O)c3ccccc3[nH]c2=O)c(OC)cc1N=Nc1ccccc1	-4	22	0	4	97	-2	/	-2	1.0	-8
CCCN1CCC(NC(=O)Nc2ccc(F)cc2F)CC1	-1	1	-4	8	99	10	-17	1	1.8	0
COc1ccc(Cc2nnc(N/N=C/c3ccc(O)cc3O)[nH]c2=O)cc1OC	5	52*	-2	7	98	7	3	2	-1.2	6
CCOC(=O)C1CCCN(C(=O)c2cc(COc3ccc(C)nc3)on2)C1 (stereo not given)	2	-8	-1	4	81	5	-8	8	-1.8	-12
The list continues:
SMILES	N-glyco inh	Cardio protect	TLR9-MyD88 inh	ABHD5 PLIN5 PPI	ABCB6 inh 2	MC4R antag cAMP	SRC2 inh	m5-HT2A agonist	MC4R barr agon	NOD2 RIPK2 PPI
O=C(Nc1cccc(S(=O)(=O)N2CCCC2)c1)c1ccncc1	-2	-7	1	10	104	5	4	8	-1.9	-3
Cc1ccc(C(C(=O)NCCc2ccccc2)N(C(=O)c2csnn2)C2CC2)cc1 (stereo not given)	-3	4	2	-5	93	6	2	-2	-1.0	9
c1coc(CN(Cc2cccs2)Cc2nnnn2C2CCCCC2)c1	-4	2	-2	4	98	1	-4	-2	-0.2	-1
O=C(NC1CCCCC1)C(c1ccncc1)n1c(=O)c(-c2ccccc2)nc2ccccc21 (stereo not given)	/	/	/	0	/	/	-10	0	/	-4
O=C(OC1CCCCC1=O)c1cc(S(=O)(=O)N2CCOCC2)ccc1F (stereo not given)	0	-3	-4	-2	98	17	1	15*	-2.5	-15
O=C1C=C(N(CCO)Cc2ccccc2)c2ccccc2C1=O	8	-21	-11	-14	105	2	/	0	-0.6	-5
Cc1cc(C)nc(NS(=O)(=O)c2ccc(NC(=O)Cc3ccc(F)cc3)cc2)n1	-1	-5	-5	-5	93	-1	-23	6	0.2	11
O=C(NCCc1ccccc1)C(=O)NCc1ccncc1	1	9	2	-3	98	-2	-1	1	-1.9	-10
CC[C@]12c3[nH]c4cc(-c5ccco5)ccc4c3CCN1C(=O)[C@@H](CC(=O)NCCN1CCOCC1)C[C@@H]2C(=O)N1CCN(C(=O)c2ccco2)CC1	2	3	0	7	102	-3	-2	-4	-1.4	-4
C/[N+]([O-])=C\c1ccc([N+](=O)[O-])o1	6	-1	6	-1	100	2	/	-2	0.0	-12
